High-throughput results as filed in PubChem.
Hep lipid drop: hepatic lipid droplet formation modulation | inhibition, % at 6.5 µM | 0.4% of 240,000 active | AML12 mouse hepatocytes, oleate lipid droplets, BODIPY imaging;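 active = lipid droplet intensity inhibited by at least 50%, with more than 500 cells counted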
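Material – mouse AML12 hepatocyte cell line, fixed after treatment · Compound dosing – one dose, 6.5 µM compound · Times – compound with oleate, overnight · Measured by – Image-based BODIPY and DAPI two-channel analysis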
WT yeast gro inh: growth inhibition of WT yeast, mitochondrial fusion screen. mitochondrial fusion phenotypic screen, WT strain. inhibition, % at 10 µM. 2.1% of 190,000 active; in the data active = inhibition above about 58%; tested in S. cerevisiae
Autophagy HCS: autophagy modulation, high-content screen; MEF GFP-LC3 puncta imaging; test concentration mostly 10 µM; 0.98% of 190,000 active; calls only at 10 µM (by protocol); AID 463193;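 active = percentage of spot-positive cells more than 3 SD above its plate mean, without a fluorescence outlier flag or 80% toxicity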;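 also: spot-positive cell cutoff set from DMSO-treated cells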
Dynein transport: blocks dynein driven cargo transport along microtubules; 3617.4 mouse cells, GR-EGFP nuclear translocation imaging; test concentration mostly 20 µM; stimulated with dexamethasone, 1 µM; hits give low values; z-score, hits read low; 0.47% of 220,000 active; AID 1381;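 active = plate z-score of nuclear minus cytoplasmic receptor signal below a set negative limit, without overly bright fluorescence or cell loss, cut at about -3.5 in these data, passing the limit was not always enough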;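 also: z-score of nuclear minus cytoplasmic ring GR-EGFP intensity difference per well; some compounds called inactive have numbers as strong as hits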
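Schedule: 48 h induction, then 1 h compound, then 30 min agonist, 37 °C. Buffer or medium: tetracycline-free induction medium containing charcoal-stripped FBS. Reagent: 1.0 µM final dexamethasone stimulus. Evaluation: nuclear versus cytoplasmic GR-EGFP signal, averaged per well. Signal: high-content fluorescence imaging after fixation.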
MT stabilize HCS: stabilizes microtubules in HeLa cells; HeLa tubulin immunostaining HCS, 24 h; share of cells brighter than vehicle mean+2SD; % tubulin-high responders, % at 10 µM; 0.83% of 200,000 active; AID 2205;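 active = plate Z-score above 3 for both tubulin-high and condensed-nucleus cell shares, with cell loss under 80%, at 10 µM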;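 also: anti alpha tubulin signal scored within the nucleus-defined area of each cell; some results filed as inactive read as strong as hits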
bCat nuc transl: modulators of beta-catenin nuclear translocation; AID 1665; nuclear translocation activity, % at 5 µM; HeLa beta-catenin nuclear translocation, immunofluorescence imaging; 0.3% of 190,000 active;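 active = nuclear translocation activity above 50% at 5 µM, with a well cell count of 50 or more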;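 also: per-cell ratio of nuclear to cytoplasmic median beta-catenin stain intensity; plate controls were DMSO negative control for no effect and GSK-3 inhibitor IX positive control for full effect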
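Read-out: Nuclear/cytoplasmic beta-catenin signal ratio, % activation | Assay system: Human HeLa cell line | Times: 24 h compound exposure at 37°C, 5% CO2 | Signal: Fluorescence imaging of beta-catenin antibody stain plus DAPI | Dosing: 5 µM primary, 0.02–20 µM confirmation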
Insulin prom up: MIN6 insulin promoter up-regulation; MIN6 insulin promoter-GFP reporter, high-content imaging; hits give high values; z-score at 5 µM; 0.3% of 190,000 active; AID 1625;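 active = z-score above 3 at 5 µM with at least 500 cells counted in the well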
NOD2 inhibition: inhibition of NOD2-driven NF-kB reporter – cell-based, luminescence, uHTS, HEK293 (AID 1566). HEK293 NOD2/NF-kB luciferase reporter, luminescence; higher % means a stronger effect. inhibition, % at 4 µM; hits with a dose series show EC50 in µM. 0.63% of 290,000 active; in the data active = inhibition above about 50%; also: many of its hits are not listed in these tables
Yfh1-depleted yeast: mitochondrial function rescue without frataxin homolog – Friedreich's ataxia, plus single-dose screen, dose response (AID 1465); S. cerevisiae Yfh1-off respiration, WST-1 reduction, 72 h; higher fold induction means a stronger effect; fold induction at 50 µM; hits with a dose series show EC50 in µM; 0.074% of 220,000 active;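 active = fold induction of absorbance versus untreated yeast above a set limit, then at least 30% activation at any dose in follow-up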;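 also: activators that raise dye reduction in frataxin-depleted yeast; strong numbers were not always called active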
WT yeast gro inh mutant strain: second read-out of WT yeast gro inh, no call of its own (marks repeat the call); inhibition, %; mitochondrial fusion phenotypic screen, mutant strain inhibition
Dynein transport cytoplasmic EGFP: second read-out of Dynein transport, no call of its own (marks repeat the call); z-score; measured here: cytoplasmic GR-EGFP intensity; hits give high values
Dynein transport nuclear GR-EGFP: also measured in Dynein transport; calls as there; z-score; measured here: nuclear GR-EGFP intensity;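 lower value marks the stronger effect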
Dynein transport cell count: recorded beside Dynein transport, whose call it bears; z-score; measured here: cell count per field
Insulin prom up cell count: further read-out of Insulin prom up, marked with its call; cell count; measured here: cytotoxicity, nuclei count;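 total cells summed across four imaged fields per well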
Hep lipid drop cells 6.5 µM: also measured in Hep lipid drop; calls as there; cell count; measured here: cell count, cytotoxicity flag;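 cells counted across two imaged fields per well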
bCat nuc transl cell count 5 µM: also measured in bCat nuc transl; calls as there; cell count; measured here: cell count, cytotoxicity flag
MT stabilize HCS Hoechst-high %: recorded beside MT stabilize HCS, whose call it bears; % Hoechst-high responders; measured here: nuclear condensation Hoechst responders;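 share of cells brighter than vehicle mean plus two SD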
MT stabilize HCS cytotoxicity %: second read-out of MT stabilize HCS, no call of its own (marks repeat the call); toxicity, %; measured here: cytotoxicity by cell density;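 0% = mean cell density of plate MIN control wells and 100% = no cells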
Autophagy HCS cell loss 18 h: further read-out of Autophagy HCS, marked with its call; toxicity, %; measured here: cell loss, nuclei count;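 cell loss after 18 h compound exposure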
* = called active by the depositor; i = inactive; . = no result given. These rows are one share of the data; count on the stated rates, not on these rows.

SMILES	Hep lipid drop	Hep lipid drop cells 6.5 µM	WT yeast gro inh	WT yeast gro inh mutant strain	Autophagy HCS	Autophagy HCS cell loss 18 h	Dynein transport	Dynein transport cytoplasmic EGFP	Dynein transport nuclear GR-EGFP	Dynein transport cell count	MT stabilize HCS	MT stabilize HCS Hoechst-high %	MT stabilize HCS cytotoxicity %	bCat nuc transl	bCat nuc transl cell count 5 µM	Insulin prom up	Insulin prom up cell count	NOD2 inhibition	Yfh1-depleted yeast
Cc1ccc(C)c(NC(=O)CN(C)C(=O)COc2ncnc3sccc23)c1	10	621	-15	-3	i	-1	1.6	-0.17	0.47	-1.3	3.9	2.7	6.6	.	.	-0.21	1273	18%	i
CCOc1cc(/C=N/NC(=O)Cn2nc([N+](=O)[O-])cc2C)cc(Br)c1OCc1ccccc1F	18	728	-4	-2	i	-8	-0.35	-0.093	-0.084	0.1	8.0	4.7	4.0	.	.	0.08	729	9%	i
O=C1CSC(=S)N1/N=C/C=C/c1ccccc1	-5	713	15	12	i	-8	0.74	0.24	0.6	-1.1	4.0	2.7	0.7	.	.	0.31	1388	9%	i
COc1ccc(-c2c(C(F)(F)F)nn(C)c2NC(=O)CSCC(=O)O)cc1	13	729	.	.	.	.	0.27	-0.29	0.72	0.075	.	.	.	0.8	1243	-0.47	1118	18%	i
CCOc1cccc(NC(=O)CSc2nc(C)c3c(c2C#N)CCCC3)c1	.	.	-7	14	i	2	2.2	0.093	0.51	-1.6	1.9	1.6	1.5	-2.2	1395	-0.06	1523	6%	i
Cc1c(C)c2cc(Cl)c(O)c(CN3CCCC(C)C3)c2oc1=O (stereo not drawn)	-2	693	66*	2.8*	i	-11	-0.47	-0.14	-0.2	1	4.5	2.9	3.6	.	.	0.39	1215	-9%	i
CCCSc1nc2c3c(sc2c(=O)[nH]1)CC(C)(CC)OC3 (stereo not drawn)	10	697	-14	-7	i	11	-0.056	-0.25	0.077	0.65	2.6	2.3	5.1	-1.0	961	-1.1	1600	-1%	i
O=C(NC(CO)Cc1ccc([N+](=O)[O-])cc1)C(Cl)Cl (stereo not drawn)	-4	606	7	-3	i	-2	0.5	-0.27	0.58	0.17	1.9	2.2	0.6	-0.2	1035	-0.39	872	20%	i
O=C(O)C/C=C(/NC(=O)OCc1ccccc1)C(=O)OCc1ccccc1	-26	698	-2	-3	i	1	0.55	-0.24	0.58	-1.1	1.9	1.5	0.8	-1.0	1072	-0.31	1184	-8%	i
COc1ccc(CNC(=O)COC(=O)/C=C/c2ccc(Cl)cc2)cc1	-2	687	8	5	i	4	-0.77	-0.3	-0.011	0.91	3.2	2.2	4.6	-3.3	1171	0.42	1269	9%	i
Oc1ccc(/C=C/c2ccc3ccccc3n2)cc1	8	647	30	31	i	25	-0.6	-0.21	-0.38	0.86	4.0	2.1	3.6	5.0	919	0.56	1285	-73%	i
COC(=O)c1cccc(N(C(=O)c2ccco2)C(C(=O)NC2CCCC2)c2ccco2)c1 (stereo not drawn)	-4	713	7	0	i	-3	0.59	-0.18	0.32	-0.32	2.4	2.0	4.7	4.9	468	.	.	21%	i
Cc1cnn(Cc2ccccc2)c1N	-9	682	-1	8	i	10	-0.39	-0.16	-0.0072	0.5	3.0	3.9	8.9	.	.	-0.74	1047	9%	i
CC(C)Cc1cc(C(=O)Nc2cccc(O)c2)no1	24	714	.	.	.	.	0.4	-0.16	0.41	-0.7	.	.	.	-0.5	1353	0.34	1101	-155%	i
C=C(C)CNC(=S)N1CCN(C(c2ccccc2)c2ccccc2)CC1	-20	709	55	62	i	17	-0.57	-0.26	-0.21	1.1	3.3	2.1	4.7	-0.3	1057	1.7	1339	-2%	i
CC(=O)c1ccc(NC(=S)N2CCN(C(=S)Nc3ccc(C(C)=O)cc3)C(C)C2)cc1 (stereo not drawn)	-18	615	-2	-2	i	-13	-0.82	-0.29	-0.29	0.98	2.9	1.8	6.6	-2.3	1059	-0.88	1450	-16%	i
O=C(NCc1ccco1)c1ccc(S(=O)(=O)N2CCCCC2)cc1	10	690	8	1	i	7	1.3	-0.22	0.3	0.19	2.1	1.3	1.4	-0.1	1503	0.05	1436	-38%	i
O=C(c1cccs1)N1CCN(S(=O)(=O)c2ccccc2)CC1	-9	820	-1	2	i	-8	0.18	-0.25	-0.031	0.17	1.5	1.5	4.7	0.8	939	-0.46	965	8%	i
COCC(=O)Nc1cc(C(=O)NCCc2ccccc2)ccc1Cl	0	752	1	-13	i	6	0.64	-0.19	1.7	-1.3	4.3	2.0	2.7	3.5	477	0.69	1116	-78%	i
Fc1ccc(NC(=S)N2CCCCC2)cc1	-6	568	5	9	i	8	0.41	-0.14	0.31	-0.4	2.3	2.3	6.8	-1.6	1098	0.07	1468	-16%	i
CCCCN(C(=O)CC(c1ccccc1)c1ccccc1)c1c(N)n(CCC)c(=O)[nH]c1=O	-33	658	5	6	i	20	-0.15	-0.17	-0.14	-0.59	3.6	2.4	8.0	-1.9	1097	-0.29	1481	5%	i
Cc1nn2c(N3CCCC3)c3c(nc2c1-c1ccccc1)CCC3	-11	756	.	.	.	.	2.1	-0.16	1.6	-1.7	.	.	.	0.6	1304	0.16	904	-2%	i
COc1ccc(-c2nc(CN3CCCCC3c3cccnc3)c(C)o2)c(F)c1 (stereo not drawn)	12	740	-11	1	i	-14	0.77	-0.25	0.71	-0.084	.	.	.	1.3	968	-0.17	1354	1%	i
O=C(CCSCc1ccc(Cl)cc1)NCCC1=CCCCC1	-2	670	13	5	i	2	-0.38	-0.23	-0.24	0.51	4.2	2.9	7.2	1.2	1095	0.39	1479	8%	i
Cn1c(SCC(=O)c2ccccc2)nnc1-c1cccc(N)c1	5	753	-3	-1	i	2	0.57	-0.29	0.37	0.51	3.8	2.6	8.6	.	.	-1.5	898	-11%	i
Cc1ccc(N2C(=O)[C@@H]3[C@H](C2=O)[C@H]2C=C(C(=O)c4ccccc4)C=CN2[C@@H]3C(=O)c2ccc(Cl)cc2)cc1	1	629	10	-5	i	6	-0.29	0.065	-0.055	-1.1	2.1	3.2	8.5	3.7	561	0.19	1246	-7%	i
Clc1cc(Cl)cc(Nc2ncnc(-n3cccc3)n2)c1	-27	586	.	.	.	.	0.13	-0.17	0.091	0.24	.	.	.	1.3	1347	-0.04	1058	3%	i
Cc1cc(=O)c(C(=O)O)cn1Nc1ccc(F)cc1	5	778	-1	-11	i	-10	-0.34	-0.056	-0.019	0.46	1.4	0.9	11	6.5	1013	.	.	-8%	i
CCOc1ccc(N2CC(C(=O)Nc3ccccc3F)CC2=O)cc1 (stereo not drawn)	-6	741	-12	10	i	2	-0.28	0.053	0.18	0.34	0.9	1.6	9.5	.	.	-0.51	1045	7%	i
CC1CC(C)CN(CCCOc2ccccc2[N+](=O)[O-])C1 (stereo not drawn)	-2	687	4	23	i	-6	0.39	-0.3	0.08	-0.44	1.8	2.5	3.4	-0.4	535	0.95	1262	-10%	i
CC(C)(C)n1nnnc1C(c1cccc(C(F)(F)F)c1)N1CCOCC1 (stereo not drawn)	.	.	-6	-3	i	6	-0.68	-0.19	-0.078	0.32	6.9	3.6	3.3	-3.6	853	-0.35	1504	19%	i
COC(=O)Nc1ccc(S(=O)(=O)N2CCC(C(=O)N3CCCC(C)C3)CC2)cc1 (stereo not drawn)	9	685	-10	5	i	30	0.47	-0.027	0.27	-1.4	2.2	2.1	5.1	0.4	1529	0.16	1467	-27%	i
Cc1[nH]nc2c1C1(CCN(Cc3ccccc3)CC1)C(C#N)=C(N)O2	-5	558	-3	-6	i	-2	0.37	0.34	0.41	-0.84	3.4	2.1	4.6	-0.4	1114	0.12	1160	1%	.
CCCn1c(CNS(=O)(=O)c2ccc(C)cc2)nc2ccccc21	12	638	7	1	i	15	1.8	-0.087	1.3	-1.4	5.1	2.0	0.5	-2.8	1115	.	.	2%	i
CS(=O)(=O)Nc1nc2ccccc2[nH]1	17	764	.	.	.	.	-0.38	0.067	-0.2	0.66	.	.	.	-0.9	1152	0.14	1452	13%	i
CC(C)(C)NS(=O)(=O)c1ccc(NC(=O)NC2CCCCC2)cc1	.	.	10	5	i	10	-0.44	-0.22	0.35	1.5	3.3	1.8	7.6	-1.2	1402	0.53	1376	2%	i
S=c1[nH]nc(C2CCCCC2)n1/N=C/c1ccccn1	-4	685	-4	-1	i	19	-0.61	-0.32	-0.022	1.6	3.2	3.3	8.0	-0.4	1456	1.1	1323	-26%	i
COC(=O)c1sccc1NC(=S)Nc1ccc(C)cc1	-37	544	.	.	.	.	0.72	0.51	0.45	-0.43	.	.	.	-0.2	1279	0	1109	-38%	i
